HCV NS3 hel inh: inhibitors of HCV NS3 helicase, primary screen, biochemical, Cy5 molecular beacon fluorescence. NS3 helicase DNA unwinding. inhibition, % at 10.9 µM. actives 0.56% (n = 290,000);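 active = inhibition above the mean of all tested compounds plus 3 SD, set per campaign, cut at about 35% in these data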;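 note: 0% = DMSO wells and 100% = thioflavine S control wells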
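assay system = NS3 helicase fragment of HCV | buffer or medium = MOPS pH 6.5, MgCl2, DTT, Tween20, BSA | timing = 60 min unwinding reaction at 25 °C after ATP addition | signal = Cy5 beacon fluorescence read at start and 1 h | read-out basis = % inhibition of unwinding | control set = low DMSO, high thioflavine S at 110 µM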
UBC9 SUMO inh: inhibitors of in vitro SUMOylation cascade, primary screen, biochemical, HTRF, uHTS; SUMO-conjugating enzyme UBC9 (Homo sapiens), P63279; HTRF SUMOylation assay, SAE1/SAE2 + UBC9; inhibition, % at 35 µM; actives 0.36% (n = 290,000); AID 2006, 2009; in the data active = inhibition above about 50%, passing the limit was not always enough; note: strong numbers were not always called active
Target sequence (P63279 whole entry, looked up): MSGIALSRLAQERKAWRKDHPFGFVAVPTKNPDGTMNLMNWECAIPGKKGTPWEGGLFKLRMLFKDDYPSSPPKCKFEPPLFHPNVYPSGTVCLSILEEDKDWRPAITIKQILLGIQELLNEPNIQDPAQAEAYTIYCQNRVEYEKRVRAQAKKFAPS
PfM18AAP inh: PfM18AAP inhibitors, malaria aminopeptidase, primary screen, biochemical, QFRET, recombinant enzyme; M18 aspartyl aminopeptidase (Plasmodium falciparum 3D7); H-Glu-NHMec fluorogenic cleavage; inhibition, % at 7.35 µM; actives 1.2% (n = 290,000); AID 1822, 2009;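 active = inhibition above the campaign mean inhibition over all tested compounds plus 3 SD, cut at about 28% in these data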;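 note: 0% = plate median of test compound wells and 100% = 2 mM ZnCl2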
DNA FID counter: compounds displacing fluorescent DNA intercalator, primary screen, artefact control for HCV NS3 helicase inhibitor project, biochemical, FID fluorescence. DNA fluorescent intercalator displacement. inhibition, % at 7.9 µM. actives 0.17% (n = 290,000). AID 1845, 2009; in the data active = inhibition above about 37%;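 note: 0% = vehicle and 100% = reference compound; higher means more ethidium bromide displaced from hairpin DNA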
MEKK2 mut-MEK5: MEK5 binding signal on mutant MEKK2 PB1, primary screen, biochemical, multiplex bead flow cytometry, Alexa488-MEK5; Alexa488-MEK5 binding to MEKK2 mutant; percent response, % at 10 µM; actives 0.35% (n = 290,000); AID 1530, 2009; in the data active = percent response above about 24%, passing the limit was not always enough; note: inactives centre near 1; some results filed as inactive read as strong as hits
IMP-1 inhibitor: IMP-1 metallo-beta-lactamase inhibitors, primary screen, biochemical, epi-absorbance readout, Pseudomonas aeruginosa enzyme. metallo-beta-lactamase IMP-1 (Pseudomonas aeruginosa). inhibition, % at 5.6 µM. actives 0.45% (n = 290,000). purified IMP-1, nitrocefin hydrolysis, epi-absorbance fluorescence;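 active = inhibition above the mean plus 3 SD of all compounds in the same screening run, cut at about 4.5% in these data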;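 note: 0% = IMP-1 with DMSO and 100% = DMSO wells lacking enzyme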
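assay system = purified recombinant IMP-1 metallo-beta-lactamase enzyme | schedule = 15 min preincubation plus 25 min reaction at 25 °C | signal = Epi-absorbance fluorescence, 480 nm excitation, 530 nm emission | read-out basis = percent inhibition from optical density relative to buffer-blank wells | controls = IMP-1 with DMSO as 0%, enzyme-free DMSO as 100%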
NALP1 inh: NALP1 inflammasome inhibitors in reconstituted yeast, colorimetric, S. cerevisiae, triplicate retest | S. cerevisiae NALP1/ASC/caspase-1 growth, X-gal OD620, 72 h | inhibition, % at 10 µM | actives 0.61% (n = 280,000); in the data active = inhibition mostly above about 24%, no sharp cut-off; inactive = mostly below about 32%; note: some compounds called inactive have numbers as strong as hits
MEKK2 WT-MEK5: modulators of MEK5 binding to wildtype MEKK2, primary screen, biochemical, multiplex bead flow cytometry, Alexa488-MEK5 | Mitogen-activated protein kinase kinase kinase 2 (Homo sapiens), Q9Y2U5 | Alexa488-MEK5 binding to MEKK2 WT; actives lie on both sides | binding response (% of control), % at 10 µM | actives 1.1% (n = 290,000) | AID 1531, 2009; in the data active = binding response below about 67% or above about 130%
VIM-2 inhibitor: VIM-2 metallo-beta-lactamase inhibitors, primary screen, biochemical, epi-absorbance readout, Pseudomonas aeruginosa enzyme | purified VIM-2, nitrocefin hydrolysis, epi-absorbance fluorescence | inhibition, % at 5.6 µM | actives 0.89% (n = 290,000);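 active = inhibition above the mean of all tested compounds plus 3 SD, cutoff set per screening run, cut at about 7.5% in these data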;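 note: red hydrolysis product quenches plate fluorescence so inhibitors raise well fluorescence; 0% = enzyme with DMSO and 100% = DMSO without enzyme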
Active calls of the source: *.

1. Cc1ccc(NC(=O)C2CC(=O)NC(N3CCc4ccccc43)=N2)cc1 (centres undefined)
2. CCOc1ccc(NC(=O)[C@@H](NC(=O)c2ccccc2)[C@@H](C)CC)cc1
3. CCCCOc1ccccc1NC(=O)Cn1c(-c2nonc2N)nc2ccccc21
4. CC(C)(C)c1cc(NCCCn2ccnc2)n2ncc(-c3ccccc3)c2n1
5. Cc1ccccc1NC(=O)c1ccc(Cn2cc([N+](=O)[O-])cn2)o1
6. COCCNC(=O)[C@H](C)[C@H]1C[C@]1(C)[C@H](NC(=O)OCc1ccccc1)c1ccccc1
7. CCn1nccc1C(=O)Nc1ccc(C(=O)OC(C)C)cc1
8. O=C1N/C(=C/c2cccs2)C(=O)N1Cc1ccc(F)cc1
Assay by compound	1	2	3	4	5	6	7	8
HCV NS3 hel inh	2	-3	3	-49	5	-5	-1	-4
UBC9 SUMO inh	-3	-7	14	-6	14	9	9	22
PfM18AAP inh	-10	4	1	5	-5	-8	-12	7
DNA FID counter	-7	-13	-1	17	1	-47	-12	-1
MEKK2 mut-MEK5	-1	4	8	34	-2	3	7	0
IMP-1 inhibitor	0.4	-5.0	-0.8	-3.8	-1.8	-3.9	-3.0	-2.4
NALP1 inh	18	-2	-5	0	-16	23	12	4
MEKK2 WT-MEK5	100	102	101	145*	95	102	103	104
VIM-2 inhibitor	1.1	-3.3	-5.3	-3.7	-2.3	-1.1	-1.5	-2.5

9. CC(c1nccs1)N(C)C(=O)c1ccc(OC2CCN(CCc3ccccc3)CC2)cc1 (centres undefined)
10. O=c1c2ccccc2nc(SCc2cc([N+](=O)[O-])cc3c2OCOC3)n1-c1ccccc1
11. COc1ccc(CCNC(=O)C2CCC(CNS(=O)(=O)c3ccc(F)cc3)CC2)cc1OC (centres undefined)
12. CCn1c(=O)c(C(=O)NCc2ccc(Cl)cc2)c(O)c2ccccc21
13. CCOC(=O)c1cnc2c(cnn2C)c1NCc1ccc(OC)cc1
14. Cc1cccc2sc(NC(=O)CN3C(=O)c4ccccc4C3=O)nc12
15. Cc1cc(C(F)(F)F)n(-c2nc(C(=O)O)cs2)n1
16. COc1ccc(N(CC(=O)NCCSCc2ccco2)S(=O)(=O)c2ccccc2)cc1OC
Assay by compound	9	10	11	12	13	14	15	16
HCV NS3 hel inh	-4	4	0	3	-1	13	-1	-2
UBC9 SUMO inh	5	5	-3	-13	0	29	-4	5
PfM18AAP inh	-8	-6	-4	0	3	3	-1	-3
DNA FID counter	9	2	-23	-1	-4	-2	1	-31
MEKK2 mut-MEK5	2	-2	-4	-3	-2	11	-2	5
IMP-1 inhibitor	-0.5	-5.0	-0.7	-2.0	-3.2	-0.9	-5.1	-1.6
NALP1 inh	8	28	22	3	4	23	17	19
MEKK2 WT-MEK5	104	100	94	98	98	97	94	108
VIM-2 inhibitor	0.7	-0.6	-0.1	-2.8	0.9	-3.0	-6.3	1.7

17. Cc1c(NC(=O)CSc2ccccn2)c(=O)n(-c2ccccc2)n1C
18. Cc1nnc(NC(=O)CSc2nccn2-c2cccc(C)c2C)s1
19. CC1=CC(C)(C)n2c(O)c(N=N)c3cc(C)cc1c32
20. CCOC(=O)c1ccc(N2C(=O)C(CC(N)=O)N(CCc3ccc(OC)c(OC)c3)C2=S)cc1 (centres undefined)
21. Cc1occc1C(=O)Nc1nnc(C2CCCCC2)s1
22. O=C(CNC(=O)c1cccs1)NCC(=O)OCc1cccc(Cl)c1
Assay by compound	17	18	19	20	21	22
HCV NS3 hel inh	-1	-1	-3	-10	-17	-3
UBC9 SUMO inh	18	5	-3	1	-14	-5
PfM18AAP inh	3	-7	18	13	-3	4
DNA FID counter	0	-10	-15	-28	-9	-4
MEKK2 mut-MEK5	1	8	1	4	2	2
IMP-1 inhibitor	-3.2	-5.7	-3.1	-0.9	-0.6	-0.4
NALP1 inh	12	-7	37	-19	-6	-1
MEKK2 WT-MEK5	96	106	105	104	101	94
VIM-2 inhibitor	-1.6	-1.5	-0.6	-1.5	-0.3	1.4

Structural class: those above containing four or more nitrogen atoms (7)
1. Cc1ccc(NC(=O)C2CC(=O)NC(N3CCc4ccccc43)=N2)cc1 (centres undefined)
3. CCCCOc1ccccc1NC(=O)Cn1c(-c2nonc2N)nc2ccccc21
4. CC(C)(C)c1cc(NCCCn2ccnc2)n2ncc(-c3ccccc3)c2n1
5. Cc1ccccc1NC(=O)c1ccc(Cn2cc([N+](=O)[O-])cn2)o1
13. CCOC(=O)c1cnc2c(cnn2C)c1NCc1ccc(OC)cc1
17. Cc1c(NC(=O)CSc2ccccn2)c(=O)n(-c2ccccc2)n1C
18. Cc1nnc(NC(=O)CSc2nccn2-c2cccc(C)c2C)s1
Assay by compound	1	3	4	5	13	17	18
HCV NS3 hel inh	2	3	-49	5	-1	-1	-1
UBC9 SUMO inh	-3	14	-6	14	0	18	5
PfM18AAP inh	-10	1	5	-5	3	3	-7
DNA FID counter	-7	-1	17	1	-4	0	-10
MEKK2 mut-MEK5	-1	8	34	-2	-2	1	8
IMP-1 inhibitor	0.4	-0.8	-3.8	-1.8	-3.2	-3.2	-5.7
NALP1 inh	18	-5	0	-16	4	12	-7
MEKK2 WT-MEK5	100	101	145*	95	98	96	106
VIM-2 inhibitor	1.1	-5.3	-3.7	-2.3	0.9	-1.6	-1.5

Source: PubChem (several laboratories)
